Pin1 inhibitor: blocks the human prolyl isomerase Pin1; Q13526; Pin1 FP peptide displacement, HiFluor488, 10 min; Potency, µM (top dose mostly 115 µM), without a hit: at the highest dose activity, negative = inhibition, hits mostly inhibitors; 390,000 tested, 0.009% active; active = well fitted inhibition curve with a large enough effect in the polarisation, with a control signal flat, not every such curve was filed as active; inconclusive = small, poorly fitted or top-dose-only effect, or effect the other way, or a change in a side signal; inactive = no such curve, though single readings can be large or run the other way; the % refers to the polarisation; note: potency is the fitted concentration of half-maximal effect; % is set by controls: 0 for no effect and ±100 for the full control effect
USP1 inh: USP1/UAF1 (human) deubiquitinase inhibition; 390,000 tested, 0.23% active; recombinant USP1/UAF1, Ub-Rhodamine cleavage fluorescence; Potency, µM (series often up to 57.1 µM), without a hit: at the highest dose activity change, negative = inhibition, usual class: inhibitors; AID 743255; note: potency is the fitted concentration of half-maximal effect; % is set by controls: 0 for no effect and ±100 for the full control effect; nearly all actives have a fitted effect of over 60% in size; inactives centre near -12
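USP1/UAF1 complex (1 nM) preincubated 15 min at room temperature with compound, then Ub-Rho substrate (150 nM final) added. Kinetic fluorescence at 480/540 nm over 6 reads at 60 s intervals; 50 mM HEPES pH 7.8, 0.5 mM EDTA, 0.1 mg/ml BSA, 1 mM TCEP, 0.01% Tween-20.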
PGK inhibitor: inhibitors of T. brucei phosphoglycerate kinase. 380,000 tested, 0.043% active. PGK/GAPDH coupled, Kinase-Glo luminescence, 60 min. P07378. AID 602233. Potency, µM (series often up to 57.5 µM), for the others: at the top dose activity change, negative = inhibition, hits mostly inhibitors; note: potency is the fitted concentration of half-maximal effect; % is set by controls: 0 for no effect and ±100 for the full control effect; nearly all actives have a fitted effect of over 60% in size
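Luminescent ATP detection (Kinase-Glo Plus) follows a 60-minute room-temperature incubation, with wells lacking PGK as controls. Buffer: 100 mM TEA (pH 7.6), 5 mM MgCl2, 0.01% Tween-20. Coupling enzyme GAPDH (100 nM final) supplies unstable 1,3-BPG in-well.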
mIDH1 inhibitor: inhibitors of human mutant IDH1 R132H | Potency, µM (top dose mostly 76.6 µM), without a hit: at the highest dose activity change, negative = inhibition, hits mostly inhibitors | IDH1-R132H enzyme, NADPH consumption, diaphorase/resazurin fluorescence | O75874 | 390,000 tested, 0.093% active; note: potency is the fitted concentration of half-maximal effect; % is set by controls: 0 for no effect and ±100 for the full control effect; nearly all actives have a fitted effect of over 65% in size
Target sequence (O75874 whole entry R132H, stated change not applied): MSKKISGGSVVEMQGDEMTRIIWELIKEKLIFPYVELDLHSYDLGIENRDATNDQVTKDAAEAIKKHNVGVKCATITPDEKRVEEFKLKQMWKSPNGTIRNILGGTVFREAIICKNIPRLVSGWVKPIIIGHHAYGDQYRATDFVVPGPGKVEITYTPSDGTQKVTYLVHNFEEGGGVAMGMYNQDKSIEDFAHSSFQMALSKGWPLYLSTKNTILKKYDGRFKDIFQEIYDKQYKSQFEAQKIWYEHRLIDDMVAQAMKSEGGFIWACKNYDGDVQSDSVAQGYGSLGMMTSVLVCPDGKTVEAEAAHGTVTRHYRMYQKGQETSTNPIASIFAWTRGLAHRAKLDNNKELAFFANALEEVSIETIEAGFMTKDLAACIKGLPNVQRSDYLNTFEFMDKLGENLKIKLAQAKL
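IDH1-R132H (0.5 ug/mL) preincubated 30 min with compound, then NADPH (0.016 mM) and alpha-KG (2 mM) added; 80 min at RT, pH 7.5. Remaining NADPH coupled via diaphorase/resazurin to fluorescence (540/590 nm); concentration-response curves normalized to no-enzyme control.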
rTrxR1 inhibitor: blocks rat thioredoxin reductase 1; O89049; recombinant rTrxR1, NADPH fluorescence consumption, selenite substrate; Potency, µM (top dose mostly 114 µM), for inactives: at the top dose activity change, negative = inhibition, most hits filed as inhibitors; 390,000 tested, 1% active; note: potency is the fitted concentration of half-maximal effect; % is set by controls: 0 for no effect and ±100 for the full control effect; nearly all actives have a fitted effect of over 65% in size
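Rat TrxR1 (90 nM in the dispensed reagent) was pre-reduced with 400 uM NADPH for 5 min at room temperature, then incubated with compound for 15 min. After 400 uM selenite was added, NADPH fluorescence (Ex 340/Em 450 nm) was followed for 8 min.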
TrxR1 substrate: rat thioredoxin reductase 1 substrate activity | O89049 | purified TrxR1 substrate turnover, NADPH consumption readout | Potency, µM (highest dose often 114 µM), for inactives: at the top dose activity change, negative = substrate turnover | 390,000 tested, 0.01% active; note: potency is the fitted concentration of half-maximal effect; % is set by controls: 0 for no effect and ±100 for the full control effect; nearly all actives have a fitted effect of over 50% in size
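Rat TrxR1, dispensed at 90 nM, was prereduced with 400 uM NADPH (final) for 5 min at ~22 deg C, then incubated with compound 15 min before 400 uM selenite. A first-read NADPH fluorescence drop versus no-compound background flagged substrates.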
HP1b binding inh: blocks HP1-beta chromodomain binding to methylated histone tails; AlphaScreen HP1-beta / biotin-H3K9me3 peptide binding; Potency, µM (top dose mostly 114 µM), for inactives: top-dose activity change, negative = inhibition, most hits filed as inhibitors; 390,000 tested, 0.56% active; note: potency is the fitted concentration of half-maximal effect; nearly all actives have a fitted effect of over 70% in size; inactives centre near 23
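HP1-beta protein (50 nM final) preincubated 30 min at room temperature with biotinylated H3(1-18)K9me3 peptide (50 nM) in PBS pH 7.4, 0.01% Tween-20, then compound added for 30 min. AlphaScreen streptavidin donor/nickel chelate acceptor beads (10 ug/mL final), 30 min dark, luminescence read.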
PI4K2A inh: PI4K2A (human) kinase inhibition; purified PI4K2A, ADP-Glo luminescence, 1 h; hits give low values; 420,000 tested, 0.13% active; activity change, negative = inhibition, % at 76.9 µM; in the data active = activity change below about -50%; inconclusive = mostly about -30% to -49%;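 note: -100% = wells without enzyme as full effect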
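In this quantitative HTS, ADP production by PI4K2A was quantified luminescently after 1 h at ambient temperature; 100 microM adenosine served as plate-quality control.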
GLS inh: blocks human kidney-isoform glutaminase activity. GLS enzymatic activity, qHTS titration. Potency, µM (highest dose often 45.5 µM), inactives show top-dose activity change, negative = inhibition, most hits filed as inhibitors. O94925. 410,000 tested, 0.21% active; note: potency is the fitted concentration of half-maximal effect; % is set by controls: 0 for no effect and ±100 for the full control effect
Target sequence (O94925 whole entry, looked up, canonical isoform): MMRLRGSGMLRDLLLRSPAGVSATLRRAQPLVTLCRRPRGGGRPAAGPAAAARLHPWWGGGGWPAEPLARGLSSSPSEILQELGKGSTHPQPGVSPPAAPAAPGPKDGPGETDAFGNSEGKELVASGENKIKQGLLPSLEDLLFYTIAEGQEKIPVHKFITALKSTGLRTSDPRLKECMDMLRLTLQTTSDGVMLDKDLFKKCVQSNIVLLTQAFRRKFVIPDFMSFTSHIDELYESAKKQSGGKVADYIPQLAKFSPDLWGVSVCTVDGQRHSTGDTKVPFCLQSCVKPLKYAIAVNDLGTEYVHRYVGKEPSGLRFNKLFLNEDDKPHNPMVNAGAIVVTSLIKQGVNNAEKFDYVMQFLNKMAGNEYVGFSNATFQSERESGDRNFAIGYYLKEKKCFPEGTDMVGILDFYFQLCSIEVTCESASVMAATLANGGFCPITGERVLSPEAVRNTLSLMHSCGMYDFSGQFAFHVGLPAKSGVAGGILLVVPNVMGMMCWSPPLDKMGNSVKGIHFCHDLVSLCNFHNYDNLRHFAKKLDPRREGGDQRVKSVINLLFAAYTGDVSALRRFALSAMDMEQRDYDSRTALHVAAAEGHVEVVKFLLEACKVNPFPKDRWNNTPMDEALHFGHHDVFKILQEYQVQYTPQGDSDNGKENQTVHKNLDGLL
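Assay buffer: 45 mM KH2PO4 pH 8.2, 0.02% Tween-20. hKGA acts on L-glutamine (1 mM solution added); product glutamate is reported by an oxidase/peroxidase Amplex Red coupling, with fluorescence taken at baseline and 30 min.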
Numbers without * were called inactive; i = inactive; ? = inconclusive; . = no result given; & = joins results of further samples; [ ] = dose if it differs, or a comment. Unless noted, calls come from the whole dose curve; as a rule, active = well fitted curve in the direction sought with a large enough effect; inconclusive = small, poorly fitted or top-dose-only effect, or another doubt; inactive = no such curve, though single readings can be large; an effect the other way counts as inactive or inconclusive. These rows are one share of the data; the hit share may differ from the screen's.

Sequence of screens – Pin1 inhibitor, USP1 inh, PGK inhibitor, mIDH1 inhibitor, rTrxR1 inhibitor, TrxR1 substrate, HP1b binding inh, PI4K2A inh, GLS inh
> O=C(NCC(c1ccco1)N1CCCC1)c1ccc(S(=O)(=O)Nc2ccccc2Cl)cc1 (configuration not stated)
→ 4%, -1%, 7%, -11%, ?, -6%, 47%[activator], -16, 1%
> OCCC1CN(Cc2cc3c(cc2Cl)OCO3)CCN1C1CCCC1 (configuration not stated)
→ -11%, 4%, 6%, -2%, -3%, -7%, 40%[activator], -6, 12%
> C[C@H](CO)N1C[C@H](C)[C@@H](CN(C)Cc2ccccc2)Oc2c(NC(=O)C3CCCCC3)cccc2C1=O
→ 2%, ?, 5%, ?, -12%[57.1 µM], -4%[57.1 µM], -2%, -1, 4%
> CCOC(=O)c1ccc(S(=O)(=O)N2CCN(CC(=O)NC(=O)NC3CCCCC3)CC2)cc1
→ 0%, -13%, i, 10%, 1%, -6%, 17%, 2, -10%
> COc1nnc(-c2ccc(N3CCCCC3)c(NC(=O)C3CCCCC3)c2)c2ccccc12
→ 4%, 4%, 3%, 1%, 6%, -3%, 22%, 1, 3%
> CCCCn1cnc2c1c(=O)n(CC(=O)c1cc(C)n(C)c1C)c(=O)n2CC(C)C
→ 1%, -7%, -1%, 6%, 7%[57.1 µM], 10%[57.1 µM], -22%, 13, 5%
> CC(=O)c1ccc(N2CCN(CC(=O)N(CC(C)C)c3c(N)n(CC(C)C)c(=O)[nH]c3=O)CC2)cc1
→ 0%, -15%, -2%, 6%, 5%[57.1 µM], -6%, 50%[activator], 1, -13%
> COc1ccc(CNC(=O)CN(Cc2ccc(F)cc2)C(=O)CCC(=O)Nc2nccs2)cc1
→ 7%, -13%, -11%, 1%, -11%, -6%, 22%, -3, 4%
> O=C(O)C(NC(=O)C1CCCN1C(=O)OCc1ccccc1)c1ccccc1 (configuration not stated)
→ 2%, -13%, 1%, 3%, 7%, 1%, 21%, 5, 3%
> COc1cc(OC)cc(C(=O)NCCCNC(=O)c2ccccn2)c1
→ ?, -9%, -6%, 5%, -11%, -12%, 25%, -2, -6%
> COc1ccc(C)cc1-n1nnnc1SCC(=O)c1ccc2c(c1)OCCO2
→ 77%[activator], -11%, i, 3%, 5%, -3%, 23%, 2, -5%
> C/C(N)=C(/C#N)C(=O)CSc1nc2ccccc2c(=O)n1Cc1ccc(F)cc1
→ 24%, -23%, -29%, -4%, 0%, -4%, 5%, 0, 9%
> COc1ccc(C(=O)N=S2CCN(C(=O)c3ccc(Cl)cc3)CC2)cc1
→ -2%, -24%, -6%, 2%, 9%, -3%, 75%[activator], 4, -8%
> Cc1c(C(=O)N2CCCC2)sc(NC(=O)c2ccccc2)c1C#N
→ 19%, -16%, 10%[11.5 µM], -2%, -6%, -16%, 28%, -2, 11%
> O=C(CCNS(=O)(=O)c1ccc2c(c1)CCN2C(=O)C1CC1)N1CCN(c2ccc(F)cc2)CC1
→ 14%, ?, -4%, 4%, 13%[57.1 µM], 3%[57.1 µM], 5%[57 µM], 1, -2%
> Cc1cc(C)cc(-n2c(SCC(=O)N3CCCC3)nc3c([nH]c4ccccc43)c2=O)c1
→ 0%, -13%, i, 1%, 13%[57.1 µM], 2%[57.1 µM], 27%[57 µM], -2, 1%
> CCN(CC(=O)NC1CCS(=O)(=O)C1)S(=O)(=O)c1cc(C)ccc1C (configuration not stated)
→ 0%, -17%, -9%, 10%, -3%, -2%, 27%, 3, 8%
> CCOC(=O)c1[nH]c(C)c(/C(O)=C2\C(=O)C(=O)N(CCCN3CCOCC3)C2c2cccs2)c1C (configuration not stated)
→ -11%, -10%, 11%, 0%, 2%[11.4 µM], -4%, 28%, -5, 16%
> CC(=O)c1c(C)[nH]c(C(=O)OCc2cc(=O)n3cc(Br)ccc3n2)c1C
→ 8%, 1%, -10%, 3%, -17%, 2%, 14%, -5, -18%
> C[N+](C)(C)CCN(Cc1ccc(Cl)cc1)c1ccccn1
→ 1%, 0%, 9%, -1%, 9%[57.1 µM], 12%[57.1 µM], 23%, 2, 14%
> Cc1ccc(CN2CCN(Cc3cccn3-c3ccccn3)CC2CCO)cc1 (configuration not stated)
→ 3%, -22%, -5%, -1%, 0%, -2%, 7%, -1, 6%
> Cc1cc(C)n(-c2nc(NCCC(C)C)c3c4c(sc3n2)COC(C)(C)C4)n1
→ -1%, -15%, i, -4%, -6%, -7%, 35%, -2, -2%
> O=C(NCCc1ccccc1)c1cccc(NC(=O)C2CCCCC2)c1
→ -4%, -25%, -5%, -4%, 9%, -4%, 37%[activator], -12, -2%
> CC1=NNC(=O)C1CCC(=O)N/N=C/C(Br)=C/c1ccccc1 (configuration not stated)
→ 0%, -14%, -1%, -4%, 11%, 5%[11.4 µM], 29%, -2, 21%
> COc1ccc(Nc2ncnc3ccc(C)cc23)cc1
→ -4%, -20%, -10%, 13%, 15%, -3%, 51%[activator], 3, 0%
> Cc1nc2c(c(C)nn2-c2ccccc2)c(C)c1CCC(=O)Nc1ccc(F)cc1
→ 2%, -4%, -12%, -10%, 1%, 42%[activator], 44%, -1, -1%
> Cc1nnc(SCC(=O)NNC(=O)COc2ccc(Br)cc2)n1C
→ 0%, -19%, -4%, 14%, 18%, 7%, 35%, 4, 16%
> C=CCNC(=O)Nc1ccc2nc(C)sc2c1
→ -7%, -7%, -15%, 8%, 36%[activator], 16%, 20%, -3, -4%
> Nc1[nH]n(-c2ccccc2)c(=O)c1N=Nc1ccc2ncsc2c1
→ -2%, -19%, -2%, 1%, 24%, -4%, -29%, -6, 27%
> CCc1cc(-c2cnnn2CCc2c[nH]c3ccccc23)ccc1-c1cn(CC(C)C)nn1
→ ., ?, 0%, -3%, ., ., ., -2, -1%
> Cn1c(=O)c2cc(S(=O)(=O)NC(C(=O)Nc3cccnc3)c3ccccc3)ccc2n(C)c1=O (configuration not stated)
→ -10%, -27%, -2%, -4%, 33%, 3%, 43%[activator], -2, -4%
> COc1ccc(Cl)cc1-c1n[nH]c(=S)n1Cc1ccccc1
→ -6%, -24%, i, 1%, -3%, 3%, 37%, -1, -24%
> O=S(=O)(c1cc(Cl)c(Cl)cc1Cl)N1CCN2CCCC2C1 (configuration not stated)
→ -8%, -22%, 0%, 7%, 44%[11.4 µM], 7%, 28%, -4, -3%
> COc1ccc2cc(S(=O)(=O)NC3CC(C)(C)NC(C)(C)C3)ccc2c1
→ 4%, -4%, -5%, 3%, -15%, -2%, 6%, -5, 2%
> COc1ccc(NC(=O)C2C3C=CC4(CN(Cc5cccnc5)C(=O)C24)O3)c(OC)c1 (configuration not stated)
→ -8%, -10%, 0%, 4%, -3%[57.1 µM], 14%[57.1 µM], 66%[activator], 1, 2%
> O=C(CCSCc1cccc(Cl)c1)NC1CCCC1
→ 1%, -12%, -8%, 1%, -8%, -2%, 17%, -1, -3%
> Cc1[nH]c2ccccc2c1N=Nc1c(C)n(C)n(-c2ccccc2)c1=O
→ -9%, -25%, -8%, -1%, -9%, -10%, 11%, 0, 9%
> CCCC[C@H]1COCCS(=O)(=O)N1Cc1ccc(Br)cc1
→ -5%, -21%, -4%, -2%, 10%&15%, -7%&-1%, 80%[activator], 3, 2%
> O=[N+]([O-])c1cc(/C=N/NC(=S)Nc2ccccc2Cl)ccc1Cl
→ -4%, -17%, 2%, 8%, 22%[57.1 µM], -11%, 16%, -6, -21%
> C/C(=N\NC(=O)c1nn(C)cc1Cl)c1ccncc1
→ -2%, -8%, 3%, 3%, 8%, 0%, 26%, 1, 7%
> Cc1ccc(NC(=O)c2ccc(NC(=O)N3CCSc4ncccc43)cc2)c(C)c1
→ 3%, ?, 4%, 31%[activator], 4%, 4%, 36%, 2, 3%
> Cc1ccc(S(=O)(=O)N2CCOCC2)cc1C(=O)OCC(=O)Nc1ccc2[nH]c(=O)[nH]c2c1
→ ?, -18%, i, 4%, -14%, 7%, 23%, -7, 8%
> Cc1ccccc1NC(=O)NC1CCCCCCC1
→ -3%, -9%, -5%, 3%, 19%, 2%, 9%, 4, -1%
> Cc1cc(NC(=O)[C@H](C)NC(=O)c2ccco2)ccc1Br
→ 0%, -17%, i, 5%, 17%, 3%, 20%, 1, -3%
> CCOC(=O)N1CCN(c2nc(-c3cccc(OC)c3)cc(C(F)(F)F)n2)CC1
→ -9%, -16%, -1%, 3%, 15%, 21%, 160%[activator], -5, 10%
> COc1ccccc1S(=O)(=O)Cc1ccc(C(=O)NCc2ccc(C)cc2)o1
→ 5%, -5%, -1%, -7%, -13%, 2%, 36%, -13, 2%
> CC(C)n1cc(CN2CCN(CCc3ccccc3)C(CCO)C2)cn1 (configuration not stated)
→ 1%, 3%, 0%, 0%, 17%[57.1 µM], -2%[57.1 µM], 28%, -2, 2%
> CC(C)Sc1ncc(Cl)c(C(=O)Nc2ccc(S(=O)(=O)N3CCCCC3C)cc2)n1 (configuration not stated)
→ 60%[activator], -30%, i, 20%, 18%, -2%, 60%[activator], ?, -6%
> CC1(C)CC(=O)C2=C(C1)OC(N)=C(C#N)C2c1ccc2c(c1)OCO2 (configuration not stated)
→ 3%, -9%, 3%, 1%, -4%[57.1 µM], -9%, -9%, 2, 1%

Screening results deposited in PubChem by National Center for Advancing Translational Sciences (NCATS).
